All columns: NCI-60 one-dose screen, growth in % after 48 h at 10 µM unless noted; 100 = growth as untreated, 0 = no growth, -100 = all killed.
PC-3 – PC-3 prostate cancer cells; hit rate 3.9% among 80,000
U251 – U251 CNS tumor cells. hit rate 5.4% among 80,000. AID 1794753
SK-OV-3 – SK-OV-3 ovarian cancer cells; AID 1794785; hit rate 3.2% among 80,000
SF-295 – SF-295 CNS cancer cells | hit rate 5.6% among 79,000 | AID 1794758
DU-145 – DU-145 prostate cancer; hit rate 4.2% among 81,000; AID 1794760
OVCAR-3 – OVCAR-3 ovarian cancer | hit rate 7% among 79,000 | AID 1794787
OVCAR-4 – OVCAR-4 ovarian cancer cells | hit rate 3.7% among 80,000 | AID 1794784
OVCAR-8 – OVCAR-8 ovarian cancer. hit rate 4.4% among 81,000
OVCAR-5 – OVCAR-5 ovarian cancer. hit rate 2.9% among 82,000. AID 1794783
* = called active by the depositor; . = no result given; & = joins results of further samples; ! = a repeat was not active; [ ] = another dose, or the depositor's remark. How the source made its calls: active means growth percent below 10; inactive means the rest.

Under each structure: PC-3, U251, SK-OV-3, SF-295, DU-145, OVCAR-3, OVCAR-4, OVCAR-8, OVCAR-5
CC(=O)c1cc(-c2ccc3ncnc(N4CCc5cc(F)c(Cl)cc54)c3c2)cnc1N
 : 70, 100, 99, 98, 109, 98, 100, 103, 96
Oc1[nH]c2ccccc2c1N=Nc1nnc2n1N=C(c1ccccc1)CS2
 : 81, 50, 90, 100, 84, 88, 60, 59, 101
O=C(NNC(=O)c1ccc(NC(=O)c2ccccn2)cc1)Nc1ccc2ccccc2c1
 : 107, 101, 115, 103, 110, 126, 106, 102, 121
N#C/C(=C(\CCCO)NCCCCCC(=O)O)c1nc2ccccc2c(=O)[nH]1
 : 104, 109, 107, 114, 124, 114, 111, 100, 107
CN1CCN(/C(=N\c2sc(-c3ccccc3)nc2-c2ccccc2)c2ccccc2)CC1
 : 57, 86, 105, 88, 92, 111, 89, 98, 70
Cc1ccc(/C=C/C(=O)C(=O)/C=C/c2ccc(C)cc2)cc1
 : 92, 93, 109, 101, 112, 112, 99, 109, 98
N#Cc1c(Nc2ccc(Br)cc2)n[nH]c1-c1cccs1
 : 87, 101, 96, 91, 96, 99, 84, 102, 107
O=C1/C(=C2/C=Nc3ccccc32)N(O)c2ccccc21
 : 51, 85, 99, 71, 74, 35, 50, 62, 78
COc1ccc(NC(=O)C(=O)NO)c(OC)c1
 : 76, ., 96, 103, 105, 101, 98, 106, 114
COc1ccc(-c2nnc(Nc3c(C)cccc3C)o2)cc1OC
 : 93, 105, 98, 101, 95, 96, 116, 103, 99
NS(=O)(=O)c1ccc(Nc2nc(=S)nc(Nc3ccccc3)[nH]2)cc1
 : 105, 105, 108, 100, 110, 110, 107, 110, 104
CCOC(=O)c1nc(Nc2ccc(NC(=O)Nc3ccc(F)cc3)cc2)c2ccccc2n1
 : 103, 103, 100, 100, 108, 102, 114, 106, 108
COc1cc(-c2nc(N3CCN(c4ccc(Cl)cc4)CC3)c3ccccc3n2)cc(OC)c1OC
 : 74, 99, 90, 104, 109, 105, 101, 103, 100
CCCCCCCCCCCCSC(=NC)NC
 : 67&42, 8.0*!, 79&51, 4.6*!, 76&41, 72&37, 71&31, 82&62, 84&58
COc1cc(N(C(C)=O)c2ccc(O)cc2)c2ncccc2c1
 : 99&96, 113, 107&101, 104&108, 118&112, 114&115, 103&119, 103&100, 103&105
CC(O)(P(=O)(O)O)P(=O)(O)O
 : 99, 100, 99, 100, 113, 111, 107, 105, 102
O=c1ssc2ccccc12
 : 91, 101, 108, ., 113, 113, ., 97, 102
CC(O)c1ncc(/C=C2\SC(=S)N(Cc3ccccc3)C2=O)s1 (stereo not given)
 : 97, 88, 97, 102, 89, 97, 85, 102, 99
CCOC(=O)c1c(C)nc2c(c1N)C(=O)C(=O)N2Cc1ccccc1C(F)(F)F
 : 64, 84, 82, 92, 94, 96, 90, 95, 91
C=C(C)[C@@H]1CC[C@]2(C)[C@H](CC=C3[C@@H]4CC(C)(C)CC[C@]4(C(=O)N4CCN(C)CC4)CC[C@]32C)[C@@]1(C)CCC#N
 : 39, 69, 96, 92, 97, 84, 78, 75, 101
CS(=O)(=O)c1ccc(-n2cc(/C=N/O)c(-c3ccc(Cl)cc3)n2)cc1
 : 100, 107, 106, 101, 114, 115, 115, 100, 102
CCOC(=O)NNC(=S)Nc1ccccc1
 : 100, 101, 111, 102, 118, 116, 100, 102, 116
Cc1cccc(-n2c(SCC(=O)Nc3ccc(S(=O)(=O)Nc4nccs4)cc3)nc3ccccc3c2=O)c1
 : 90, 97, 105, 106, 112, 106, 118, 100, 96
CC1=CC(=O)C(C(C)=Nc2ccccc2[N+](=O)[O-])C(=O)O1 (stereo not given)
 : 101, 110, 116, ., 116, 119, 106, 103, 104
CCOC(=O)c1ccc(NC(=S)NC(=O)c2cccc(NC(C)=O)c2)cc1
 : 75[100 µM], 89[100 µM], 116[100 µM], 56[100 µM], 90[100 µM], 59[100 µM], 50[100 µM], 87[100 µM], 109[100 µM]
O=[N+]([O-])c1cc(-c2ccccc2)c(O)c([N+](=O)[O-])c1
 : 78, 84, 83, ., 107, 70, 63, 92, 95
CC(=O)CC(C)=NCCN=C(C)CC(C)=O
 : 93, 111, 103, 100, 115, 115, 112, 118, .
COc1ccc2c(c1)C(C)Cc1c(ncn3c(-c4ccc(Cl)cc4)nnc13)N2C (stereo not given)
 : 97, 102, 105, 108, 116, 115, 99, 108, 108
Nc1nn(C(=O)Nc2ccc(Cc3ccccc3)cc2)c2ccc(Cl)cc12
 : 75, 66, 91, 27, 86, 77, 54, 73, 56
CC(C)Cc1ccc(C(C)c2nn3cc(-c4ccccc4)nc3s2)cc1 (stereo not given)
 : 96, 92, 108, 97, 106, 107, 98, 101, 95

Some entries already given with just OVCAR-3:
| Molecule | OVCAR-3 |
| --- | --- |
| COc1ccc2c(c1)C(C)Cc1c(ncn3c(-c4ccc(Cl)cc4)nnc13)N2C (stereo not given) | 115 |
| Nc1nn(C(=O)Nc2ccc(Cc3ccccc3)cc2)c2ccc(Cl)cc12 | 77 |
| CC(C)Cc1ccc(C(C)c2nn3cc(-c4ccccc4)nc3s2)cc1 (stereo not given) | 107 |

Three structures from above, sorted by count of non-hydrogen atoms, lowest first.
Under each structure: PC-3, U251, SK-OV-3, SF-295, DU-145, OVCAR-3, OVCAR-4, OVCAR-8, OVCAR-5
O=c1ssc2ccccc12
 : 91, 101, 108, ., 113, 113, ., 97, 102
CS(=O)(=O)c1ccc(-n2cc(/C=N/O)c(-c3ccc(Cl)cc3)n2)cc1
 : 100, 107, 106, 101, 114, 115, 115, 100, 102
Nc1nn(C(=O)Nc2ccc(Cc3ccccc3)cc2)c2ccc(Cl)cc12
 : 75, 66, 91, 27, 86, 77, 54, 73, 56

Back to the main list, repeating the 2 entries before the break.
Under each structure: PC-3, U251, SK-OV-3, SF-295, DU-145, OVCAR-3, OVCAR-4, OVCAR-8, OVCAR-5
Nc1nn(C(=O)Nc2ccc(Cc3ccccc3)cc2)c2ccc(Cl)cc12
 : 75, 66, 91, 27, 86, 77, 54, 73, 56
CC(C)Cc1ccc(C(C)c2nn3cc(-c4ccccc4)nc3s2)cc1 (stereo not given)
 : 96, 92, 108, 97, 106, 107, 98, 101, 95
Cc1cc(Cl)ccc1Nc1nc(C(F)(F)F)ccc1C(=O)NCC(=O)N/N=C/c1c(Cl)cccc1Cl
 : -16*, 68, 88, 54, 50, ., 86, 73, 88
O=C(COc1ccc(/C=C2/C(=O)Nc3ccc(Cl)cc32)cc1)Nc1ccc(Br)cc1
 : -39*, -88*, -58*, -60*, -9.8*, -65*, -54*, -44*, 3.1*
CC(C)CC(C)OB(OC(C)CC(C)C)OC(C)CC(C)C (stereo not given)
 : 97, 109, 107, 123, 119, 114, 109, 104, 102
O=C(CSc1nc2ccccc2c(=O)n1-c1ccc(S(=O)(=O)Nc2ccc(Cl)nn2)cc1)NCc1ccccc1
 : 97, 102, 107, 101, 100, 103, 102, 100, 107
CCOC(=O)CNC(=O)c1ccccc1C(=O)O
 : 104, 102, 112, 100, 117, 106, 106, 104, 107
Cc1ccc(S(=O)(=O)Nc2ccc(C(=O)/C=C/c3cccc(F)c3)cc2)cc1
 : 89, 88, 109, 102, 98, 101, 82, 97, 96
OCCNCCNc1c2ccccc2nc2cc(Cl)ccc12
 : 75, 64, 69, 88, 71, 75, 62, 53, 99
Cc1c(OCC(=O)c2ccccc2)ccc2c1oc(=O)c1ccccc12
 : 90, 99, 102, 100, 107, 103, 106, 99, 108
O=P(c1ccccc1)(c1ccccc1)C(O)c1ccncc1 (stereo not given)
 : 103, ., 90, ., 112, 108, 112, ., 103
COc1ccc(Nc2nc(Nc3cc(C)[nH]n3)c3cc(OC)c(OC)cc3n2)cc1
 : -81*[20 µM], -70*[20 µM], -96*[20 µM], -94*[20 µM], -86*[20 µM], -63*[20 µM], -84*[20 µM], -31*[20 µM], -98*[20 µM]
COc1ccc(-c2nc(NN)c3c(C)nn(-c4ccc(F)cc4)c3n2)cc1
 : 42, 27, 29, 28, 38, 12, 63, ., 96
C=C(C)[C@@H]1CCC=C2CC[C@]3(C)[C@H](CC[C@@H]4[C@@]5(C)CCCNC(C)(C)[C@@H]5CC[C@]43C)[C@H]21
 : 38, -73*, 112, 73, 19, 41, 37, 3.5*, 56
COC(=O)CCC(=O)N(CCN(C)C)CCN(C)C
 : 102, ., 117, 104, 104, 102, 112, 104, 114
OCCN(CCO)c1cccc(Cl)c1
 : 92, 99, 107, 105, 128, 126, 112, 107, 110
COc1cc(CNc2cnc(Nc3ccc(N4CCOCC4)cc3)nc2Oc2ccc(C)cc2OC)cc(OC)c1
 : 81, 83, 60, 84, 97, 101, 79, 57, 84
CCSc1nc2c([nH]1)c(=O)n(C)c(=S)n2C
 : 101, 105, 103, 114, 112, 112, 114, 108, 99
O=C(CCCN1CCC(O)(c2ccc(Br)cc2)CC1)c1ccc(F)cc1
 : 70, 64, 86, 55, ., 90, 65, 79, 80
Cc1cc(=O)oc2cc(OCCCCOc3ccc(/C=C/C(=O)Nc4ccc(Cl)cc4)cc3)ccc12
 : 108, 103, 115, 93, 90, 94, 42, 91, 105
COC(=O)c1cc(-c2ccc(C)cc2)[nH]c(=O)c1C#N
 : 102, 99, 119, 100, 109, 112, 103, 106, 110
CC1(C)C(=O)/C(=C\c2ccc(C(F)(F)F)cc2)C[C@]2(C)[C@H]3CC[C@@H]4[C@H]5[C@H](C(=O)/C=C/c6ccc(C(F)(F)F)cc6)CC[C@]5(C(=O)O)CC[C@@]4(C)[C@]3(C)CC[C@@H]12
 : 48, ., 84, 60, 82, 82, 73, 73, 89
CCOC(=O)C1=C(C)N=C2Sc3cc(Cl)ccc3N2C1c1cn(-c2ccccc2)nc1-c1ccc(F)cc1 (stereo not given)
 : 54, 77, 69, 98, 94, 87, 103, 85, 106
O=C(NC1CCCCC1)C(c1ccccc1)c1ccccc1
 : 88, 101, 96, 107, 109, 99, 108, 97, 95
OC(Cc1ccccc1)Cc1ccccc1
 : 107, 103, 100, 102, 113, 131, 107, 106, 101
OCCCC(O)c1ccccc1 (stereo not given)
 : 97, 113, 97, 135, 108, 104, 139, 110, 100
Cc1ccc(-n2cc(-c3ccccc3)c3c(SCC(=O)N/N=C/c4ccccc4[N+](=O)[O-])ncnc32)cc1
 : 94, 100, 93, 97, 105, 103, 98, 102, 105
COc1c([C@@H](CC(C)C)OC(C)=O)ccc2c1C(=O)OCc1cc(C)cc(O)c1O2
 : 30, 20, 24, 32, 27, 43, 26, 21, 69
COc1cc(C2C3=C(CCCC3=O)N(c3sc4c(c3C#N)CCCC4)c3nc(N)c(C#N)c(N)c32)cc(OC)c1OC (stereo not given)
 : 78, 89, 80, 79, 84, 89, 45, 52, 96
COc1ccc(/C=C(\c2cc(OC)c(OC)c(OC)c2)c2nnc(-c3cc4ccccc4o3)o2)cc1
 : 85, 98, 113, ., 105, 99, 94, 96, 99
COc1ccccc1Nc1nc(SC)nc(-c2cccc([N+](=O)[O-])c2)c1C#N
 : 97, ., 99, 94, 99, 112, 66, 95, 93
O=C(Nc1ccc(Br)cc1)Nc1nc2ccc([N+](=O)[O-])cc2s1
 : 0.9*, 0.5*, -5.7*, -40*, 19, -5.6*, -11*, 8.8*, 19

Under each structure: PC-3, U251, SK-OV-3, SF-295, DU-145, OVCAR-3, OVCAR-4, OVCAR-8, OVCAR-5
Cc1cccc(-c2ccc3c4c(cccc24)C(=O)N(c2nc4ccccc4s2)C3=O)c1
 : 75, 107, 91, ., 95, 106, 87, 91, 92
O=C(O)CCCC(=O)c1ccccc1
 : 96, 96, 99, 79, 110, 107, 101, 105, 96
[O-]c1on[n+]2c1CCCC2
 : 100, 109, 111, 117, 109, 103, 103, 121, 106
O=C(Cc1ccc(/C=C/C(=O)c2ncc[nH]2)cc1)NC1CCCCC1
 : 80, 36, 102, 85, 34, 37, 74, 77, 99
COc1ccc(OC)c(-c2c(C#N)c(N)nc3c2c(N)nn3-c2ccccc2)c1
 : 98, 101, 91, 115, 107, 104, 104, 101, 103
Cc1ccc(-c2nc(/C=C3/C(=O)Nc4ccc(F)cc43)c3ccccn23)cc1
 : 68, 64, 98, 76, -23*, 110, 63, 70, 69
COc1ccc(C2=NN(/C=c3\s/c(=C(\C#N)C(=O)Nc4ccccc4)n(-c4ccccc4)c3=O)C(c3ccc(OC)cc3)C2)cc1 (stereo not given)
 : 90, 99, 103, 98, 103, 109, 102, 98, 107
N#CCC1(n2cc(-c3ncnc4[nH]ccc34)cn2)CN(C2CCN(C(=O)c3ccnc(C(F)(F)F)c3F)CC2)C1
 : 87, 90, 84, 92, 97, 102, 106, 100, 99
Nc1nc2[nH]ncc2c(=O)[nH]1
 : 86, 88, ., 82, 96, 96, 102, 93, 90
Cc1ccc(NC(=O)/C=C/c2ccccc2)cc1
 : 88, 109, 85, 98, 96, 99, 100, 102, 100
Cc1nn(-c2ccccc2)c2nc3c(cc12)C(=O)CC3
 : 92, 95, 101, 99, 110, 114, 106, 102, 95
N#Cc1ccccc1/C=N/NC1=NCCN1S(=O)(=O)c1ccc(Cl)cc1
 : 83, 99, 102, 96, 98, 94, 84, 87, 99

Compound activity from PubChem BioAssay.
